# From PubChem
# GC-A act = GC-A (human) enzyme activation; P16066; HEK293 GC-A cells, cGMP TR-FRET, EC30 ANP; 0% at EC30 ANP, 100% saturating ANP; activation, % at 10 µM; 370,000 tested, 0.14% active; in the data active = activation above about 40%
# GAA850 FXN act = increases GAA850 frataxin promoter reporter activity; HEK293 lucGAA850 FXN promoter luciferase reporter, 24 h; percent of 10 µM SAHA response; activation, % at 6 µM; 360,000 tested, 0.56% active; AID 540364;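 active = activation above the average of all compounds screened plus 3 SD, cutoff fixed separately per campaign, cut at about 7.5% in these data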;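 note: 0% = DMSO wells and 100% = 10 µM SAHA wells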
# ADAM10 inh = inhibitors of human ADAM10 | inhibition, % at 7 µM | recombinant ADAM10, EDANS/DABCYL FRET peptide cleavage, 3 h | 370,000 tested, 0.62% active | O14672;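 active = inhibition above a per-campaign cutoff equal to the mean of compounds falling between control-based bounds plus 3 SD, cut at about 20% in these data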;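 note: 0% = DMSO wells while the 100% control is not disclosed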
# Target sequence (O14672 214-748 limits assumed): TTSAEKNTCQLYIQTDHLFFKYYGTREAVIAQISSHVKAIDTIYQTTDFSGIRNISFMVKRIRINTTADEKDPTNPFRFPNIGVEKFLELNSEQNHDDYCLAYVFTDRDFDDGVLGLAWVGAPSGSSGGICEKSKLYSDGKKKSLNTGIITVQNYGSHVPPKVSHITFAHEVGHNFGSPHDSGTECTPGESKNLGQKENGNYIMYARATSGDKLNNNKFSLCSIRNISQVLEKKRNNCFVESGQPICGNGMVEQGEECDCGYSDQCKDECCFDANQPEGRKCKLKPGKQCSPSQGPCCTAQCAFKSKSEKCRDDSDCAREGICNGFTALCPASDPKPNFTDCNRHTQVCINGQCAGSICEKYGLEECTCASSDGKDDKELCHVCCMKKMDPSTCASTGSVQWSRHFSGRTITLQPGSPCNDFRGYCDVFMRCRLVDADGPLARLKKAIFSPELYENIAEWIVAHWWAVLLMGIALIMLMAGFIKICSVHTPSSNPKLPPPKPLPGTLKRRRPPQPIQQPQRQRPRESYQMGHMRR
# DAX1 inh-1 = inhibitors of DAX1 repression of SF-1 activated StAR promoter; inhibition, % at 6.8 µM; AID 652010; 370,000 tested, 1.1% active; HEK293T StAR-luciferase reporter, SF-1/DAX-1 repression relief;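 active = inhibition above the mean over all tested compounds plus 3 SD, cut at about 3.6% in these data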;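 note: 0% = DAX-1 cells with DMSO and 100% = cells lacking DAX-1 with DMSO; higher inhibition means more luminescence from relief of DAX-1 repression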
# HGIII-sPLA2 inh = Blocks human group III sPLA2 activity. Q9NZ20. QFRET BODIPY PC-A2 liposome hydrolysis, fluorescence. inhibition, % at 12.2 µM. 370,000 tested, 0.56% active;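 active = inhibition above mean plus 3 SD of compounds lying within the high and low control bounds, cut at about 19% in these data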;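 note: 0% = median of test compound wells and 100% = no enzyme DMSO wells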
# hgDAF12 agonist = hgDAF-12 agonism, primary luciferase screen. activation, % at 6.8 µM. HEK293 GAL4-hgDAF12 UAS-luciferase reporter, agonist luminescence; normalized to butyrate control. 370,000 tested, 1.8% active. AID 687014;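 active = activation above a cutoff set at the mean of all screened compounds plus 3 SD, cut at about 10% in these data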;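 note: 0% = DMSO wells and 100% = sodium butyrate wells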
# GC-B act = GC-B (human) receptor activation; AID 1920062; activation, % at 10 µM; HEK293-GC-B cells, CNP EC30, cGMP TR-FRET; 0% at EC30 CNP, 100% saturating CNP; 370,000 tested, 0.11% active;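 active = activation at 10 µM reaching about 35% in either raw or pattern-adjusted values, limit read from the data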
# ssDAF-12 act = activates DAF-12 receptor from parasite S. stercoralis; HEK293 ssDAF-12/GRIP1 lit1-tk-luc reporter, luminescence; % of 3 µM dafachronic acid response; activation, % at 6.8 µM; 370,000 tested, 1% active; AID 652126;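 active = activation above the mean over all tested compounds plus 3 SD, cut at about 0.9% in these data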;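 note: 0% = DMSO-only wells and 100% = 3 µM delta7-dafachronic acid wells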
# hcDAF12 agonist = activators of H. contortus DAF-12 nuclear receptor | HEK293 hcDAF-12 lit1-tk-luc reporter, luminescence; 0% DMSO, 100% Δ7-dafachronic acid | 370,000 tested, 1.4% active | AID 652067 | activation, % at 6.8 µM;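 active = activation above the mean of all tested compounds plus 3 SD, cut at about 5.5% in these data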;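 note: 100% = response to 3 µM Δ7-dafachronic acid high control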
# SMARCA2 act = SMARCA2 function activation, primary screen; MG213 cells, MMTV-luciferase reporter, dexamethasone, overnight; activation, % at 9.1 µM; 370,000 tested, 1% active; in the data active = activation above about 7.8%;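 note: 0% = vehicle wells and 100% = reference activator wells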
# DAX1 inh-2 = inhibitors of human orphan nuclear receptor DAX1 (NR0B1). HEK293 Gal4-DAX1 luciferase reporter, luminescence. inhibition, % at 6.75 µM. 340,000 tested, 0.99% active. AID 504766;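 active = inhibition above the mean over all tested compounds plus 3 SD, cut at about 4.2% in these data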;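 note: 0% = DAX1-transfected cells with DMSO and 100% = empty-vector control cells with DMSO; inhibition shows as a rise in luminescence from relieved DAX1 repression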
# Target sequence (P51843 207-470 limits assumed): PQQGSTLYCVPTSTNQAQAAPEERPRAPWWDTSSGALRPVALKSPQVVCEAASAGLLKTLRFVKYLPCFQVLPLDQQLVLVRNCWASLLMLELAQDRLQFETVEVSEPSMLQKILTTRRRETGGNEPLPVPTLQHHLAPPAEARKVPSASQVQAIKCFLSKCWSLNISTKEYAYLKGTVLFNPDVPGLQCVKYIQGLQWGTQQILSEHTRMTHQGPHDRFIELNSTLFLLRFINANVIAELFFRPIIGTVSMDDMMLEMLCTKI
# * hit, by the source's call; i = inactive; nt = not tested or not shown; & = joins results of further samples.
SMILES,GC-A act,GAA850 FXN act,ADAM10 inh,DAX1 inh-1,HGIII-sPLA2 inh,hgDAF12 agonist,GC-B act,ssDAF-12 act,hcDAF12 agonist,SMARCA2 act,DAX1 inh-2
COCCn1c(=S)[nH]c2cc(C(=O)N3CCN(c4cccc(Cl)c4)CC3)ccc2c1=O,-3.2,0.3,-0.6,-0.8,2.5,2.1,-0.6,-0.6,-0.2,-0.5,0.1
Cc1cc(C(C)(C)CC(C)(C)C)ccc1OCCOCC[N+](C)(C)Cc1ccccc1,-1.9,1.7,-1.3,-2.8,-6.8,-1.1,-5.2,-1.9,-1.1,-9.3,-1.1
Cc1nn(CC(=O)Nc2ccc3c(c2)oc2ccccc23)c(=O)c2ccccc12,-0.1,0.3,10.2,-0.1,3.1,1.8,-2.1,-1.1,-0.7,-0.7,0.0
COc1ccccc1N1CCN(C(=O)CN(Cc2ccc(Cl)cc2)S(C)(=O)=O)CC1,-6.4,1.7,7.0,-0.3,8.2,-0.2,-9.2,-0.2,-0.4,-6.7,-1.1
CC(=O)c1cc(NC(=O)c2ccccc2)c(=O)oc1/C=C/N(C)C,-13.1,0.0,-1.7,0.2,-3.4,2.6,-11.4,-1.1,1.5,0.8,0.8
C=CCn1c(SCC(=O)NC(=O)Cc2ccccc2)nc2ccccc2c1=O,-3.6,0.8,-11.0,0.5,6.5,1.2,1.5,-1.4,0.4,-2.2,-0.6
Cc1cccc(NC(=S)N2CCCCCC2)c1,3.3,-0.5,-8.5,0.7,9.9,-0.4,6.2,-1.5,0.8,5.6,0.4
CCCN(CCC)S(=O)(=O)c1ccc(C(=O)Nc2nnc(COC)o2)cc1,-4.6,2.0,-1.4,-0.2,0.8,-0.2,2.3,-1.9,-0.8,-0.5,-0.1
Cn1c(=O)[nH]c(=O)c2c1nc(N1CCN(C(c3ccccc3)c3ccccc3)CC1)n2CCO,-8.7,4.3,-12.1,-0.1,9.8,-1.8,-2.7,-1.0,0.7,-2.1,0.4
CN(C)c1ccc(/C=C(\C#N)c2ccccn2)cc1,-5.0,-6.1,4.1,1.9,-1.5,0.0,-4.3,-1.2,0.7,-0.3,-4.1
COc1ccc(Cn2c(C)nc3c(c2=O)c2nc4ccccc4nc2n3Cc2ccco2)cc1,27.9,0.5,-79.0,-0.8,-4.8,-3.0,27.6,-2.3,-2.3,-2.0,-1.0
CCc1ccc2n(-c3ccc(OC)cc3)c([S-])c(C(=O)Nc3cc(C)cc(C)c3)[n+]2c1,12.3,3.0,-0.7,0.3,2.9,-3.0,0.9,-0.5,-0.7,-0.9,1.7

# Next part (5 carried over from the part before).
SMILES,GC-A act,GAA850 FXN act,ADAM10 inh,DAX1 inh-1,HGIII-sPLA2 inh,hgDAF12 agonist,GC-B act,ssDAF-12 act,hcDAF12 agonist,SMARCA2 act,DAX1 inh-2
CCCN(CCC)S(=O)(=O)c1ccc(C(=O)Nc2nnc(COC)o2)cc1,-4.6,2.0,-1.4,-0.2,0.8,-0.2,2.3,-1.9,-0.8,-0.5,-0.1
Cn1c(=O)[nH]c(=O)c2c1nc(N1CCN(C(c3ccccc3)c3ccccc3)CC1)n2CCO,-8.7,4.3,-12.1,-0.1,9.8,-1.8,-2.7,-1.0,0.7,-2.1,0.4
CN(C)c1ccc(/C=C(\C#N)c2ccccn2)cc1,-5.0,-6.1,4.1,1.9,-1.5,0.0,-4.3,-1.2,0.7,-0.3,-4.1
COc1ccc(Cn2c(C)nc3c(c2=O)c2nc4ccccc4nc2n3Cc2ccco2)cc1,27.9,0.5,-79.0,-0.8,-4.8,-3.0,27.6,-2.3,-2.3,-2.0,-1.0
CCc1ccc2n(-c3ccc(OC)cc3)c([S-])c(C(=O)Nc3cc(C)cc(C)c3)[n+]2c1,12.3,3.0,-0.7,0.3,2.9,-3.0,0.9,-0.5,-0.7,-0.9,1.7
CCc1ccc(-c2nc(C)c(CCO)c(=O)[nH]2)cc1,0.5,0.0,0.2,-0.4,2.1,-1.3,-4.5,-1.4,-1.2,2.6,0.8
N[C@@H](CO)c1cn([C@@H](Cc2cc3ccccc3[nH]2)C(=O)N2CCNCC2)nn1,4.3,1.2,-7.3,-0.5,6.5,2.0,1.6,-0.7,1.9,1.8,-0.1
COc1ccccc1Nc1nnc(C)c(=O)[nH]1,-0.4,-0.6,-12.6,0.2,6.7,2.0,4.5,-0.5,-1.2,2.6,0.1
COc1ccccc1-n1c(CCC(=O)O)ccc1-c1ccccc1,0.7,1.6,-28.8,-0.4,-36.1,2.8,0.3,-0.3,1.0,0.1,2.9
Cc1ccc(C(=O)NNC(=O)c2nn(-c3ccc(F)cc3)ccc2=O)cc1,-1.7,-2.8,4.1,-0.3,-4.0,-0.7,0.6,-0.2,-0.8,-1.7,4.0
NCc1c(O)ccc2ccccc12,1.8,nt,-49.5,-0.2,-4.2,-0.5,-1.1,0.7,0.4,-3.2,nt
CC1=C(C(=O)N(C)C)CC(CC(=O)NCCCN(C)C)C(=O)N1CCC1=CCCCC1 (stereo not given),2.8,1.4,-11.2,0.7,10.8,1.2,1.1,-0.9,-2.0,-4.9,0.1
Cc1cccc(N2CCN(S(=O)(=O)c3ccc4c(c3)CCN4C(=O)CCC(=O)O)CC2)c1C,-4.5,-0.2,3.4,-0.8,1.7,2.1,-3.7,-2.1,-2.2,-2.0,-0.5
O=C(CSc1ccc2ccccc2c1)Nc1ccncc1,-3.3,3.0,2.4,-1.8,-11.3,-4.2,-7.1,-2.2,-2.4,-6.5,-1.5
COc1ccc(-c2nnc(-c3ccccc3)o2)cc1OC,1.2,4.3,-68.3,2.3,1.0,10.5*,-2.9,-0.2,1.4,8.4*,2.5
CC1CCCN(C(=O)CSc2nnc(-c3cccs3)o2)C1 (stereo not given),0.4,4.5,4.5,1.5,6.6,11.5*,0.3,-0.7,3.0,4.3,0.4
Cc1ccc(/C=C2\SC(=S)N(CCCC(=O)Nc3cc(C)on3)C2=O)cc1,-8.7,-8.2,-2.5,-2.9,5.3,-8.1,-10.2,-2.4,-7.5,-7.2,-0.8
CC1(C)CC(=O)C=C(c2ccc(-c3cnc4ccccc4c3)cc2)C1=O,1.4,-4.7,-10.5,0.5,-2.3,-2.2,4.4,-0.8,0.9,1.3,-1.7
COC(=O)CNC(=O)CCC(=O)N1CCN(C(c2ccccc2)c2ccccc2)CC1,-5.3,0.3,13.9,0.7,14.9,1.2,-3.1,-0.9,0.9,-1.5,-1.3
COc1ccc(CN2CCNC(=O)C2CC(=O)NCCCn2cccn2)c(OC)c1 (stereo not given),0.3,0.9,-1.5,0.2,-0.4,-2.0,-7.7,-1.0,-0.9,-1.2,-1.0
C[C@H](NC(=O)[C@@H]1CCCN1C(=O)[C@@H]1CCCN1C(=O)c1cccc2ccccc12)c1ccccc1,4.5,nt,-4.8,-0.1,3.5,-0.7,4.2,-0.5,0.8,-5.9,nt
CC(C)NC(=O)NS(=O)(=O)c1cnccc1N1CCCCC1,2.0,-1.9,4.3,-0.7,5.7,1.0,2.1,-1.2,-0.8,0.4,-0.2
O=c1oc2ccccc2c(N2CCCCC2)c1CN1CCCCC1,-5.7,0.4,11.0,0.0,-5.2,-0.6,-7.7,-1.0,0.2,-0.5,-0.7
CS(=O)(=O)N1CCN(C(=O)c2cc(-c3cccs3)nc3ccccc23)CC1,-0.5,1.5,i,-1.1,-7.1,-2.2,7.5,-1.1,0.2,0.0,-0.1
O=C(CCC(=O)c1cccs1)OCc1nc2ccccc2s1,5.4,-0.2,-13.8,-0.7,-8.6,2.3,-6.6,-0.3,0.5,-2.5,0.7
O=C(NCCc1ccco1)c1nn(Cc2ccccc2)c(=O)c2ccccc12,41.3*,0.9,2.1,-0.5,-7.7,-0.6,49.5*,-1.3,-1.9,-1.5,1.6
CCOC(=O)C1(Cc2ccc(OC)cc2)CCN(C(=O)CN2CCN(CC)CC2)CC1,2.9,1.7,-7.2,0.0,-5.0,6.4,2.8,-0.2,2.0,-0.6,0.5
O=C(c1ccccc1Br)N1CCN(c2ccccc2)CC1,2.4,-2.2,8.3,-0.7,-2.0,-2.0,3.0,-1.5,-1.1,-2.4,1.4
c1ccc2c(c1)ncn2-c1ncnc2sc3c(c12)CCCC3,-5.0,-1.7,-67.1,-0.5,-2.6,-0.4,1.9,-1.3,-0.7,1.4,-1.1
Cc1ccc(-c2cc(-c3n[nH]c(=S)o3)c3ccccc3n2)cc1,5.5,2.9,-138.7,-0.1,-0.3,-1.8,-5.8,-1.7,-1.9,-2.8,1.0
CCCOCC1CC2(CC(C)(c3csc(N)n3)OC2=O)C(=O)O1 (stereo not given),4.5,1.6,9.0,-0.1,14.3,3.0,10.3,-1.3,-0.5,-3.7,1.3
O=C(c1cccs1)N(Cc1ccco1)c1nc(-c2ccc(F)cc2)cs1,-7.0,0.2,13.5,-0.1,-5.0,0.3,-1.0,-0.4,-2.5,0.8,-0.6
CC(=O)Nc1cncc(-c2cccc(C(=O)NC3CC3)c2)n1,4.1,0.6,-23.4,1.1,12.1,-1.3,2.0,-0.9,-0.1,-1.3,nt
Cc1cc(=O)[nH]c(/N=C(\N)Nc2ccc3c(c2)OCCO3)n1,-6.7,2.6,2.8,0.0,2.1,-3.4,2.1,-0.9,-0.6,4.6,-0.1
COc1ccc(CCNC(=S)NCCc2ccc(OC)c(OC)c2)cc1OC,1.0&0.3,-1.5&-1.6,2.3&3.6,-4.9&-0.5,7.6&9.8,0.3&-3.6,-0.5&1.2,-1.0&-2.0,-2.2&-1.6,0.0&0.3,-1.4
CC(=O)Nc1cc(-c2cccc(F)c2)cn2c(-c3ccc(S(C)(=O)=O)cc3)cnc12,1.9,-1.6,i,-3.1,-3.9,-1.1,5.7,-0.6,-1.5,0.3,nt
O=C(NCc1ccccc1F)C1CCCN(S(=O)(=O)N2CCOCC2)C1 (stereo not given),4.5,0.7,-1.4,-0.3,2.4,-0.1,-3.5,0.1,-0.7,-1.9,-0.7
O=C(c1cccs1)N1CCN(C(=O)c2cn(-c3ccccc3)nc2-c2ccccc2)CC1,-0.5,1.3,-6.8,7.7*,-17.1,6.9,5.3,-0.4,1.2,-1.5,1.3
COc1ccc(NC(=S)N(CCN2CCOCC2)Cc2ccccc2F)cc1,-2.2,2.4,0.2,-0.2,6.3,-2.3,0.4,-1.4,-1.3,5.2,0.5
COc1cc2c(cc1OC)C1=C(C#N)CCC(=NC(=O)c3ccc(Cl)cc3)N1CC2,4.3,0.9,-16.6,0.6,-8.1,-1.8,3.5,-1.3,-1.2,1.3,-0.2

# The order is random. Share with any hit: about 6.6%.
